Screens deposited in PubChem by several laboratories.
Pemphigus Ab inh – blocks pemphigus antibody binding to human desmoglein-3. AID 588358. DSG3-coupled beads, scFv-anti-DSG3-GFP binding, flow cytometry; active compounds read low. 0.48% of 310,000 active. binding (percent of control), % at 10 µM;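 active means binding more than 3 SD below its plate's average and above zero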;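 further: hits lower antibody fragment binding to DSG3; some compounds called inactive have numbers as strong as hits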
phage Ecoli inh – E. coli growth loss with phage present; growth absorbance; inhibition, % at 11.9 µM; 0.26% of 360,000 active; AID 651602; in the data active means inhibition above about 11%
OPRM1-OPRD1 ag – OPRM1-OPRD1 heterodimerization agonism; 0.3% of 340,000 active; cells, luminescence; P35372+P41143; AID 504326; activation, % at 9.3 µM; in the data active means activation above about 18%;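 further: 0% = vehicle-treated cells and 100% = reference agonist; values of inactives mirror those of a sister screen read the other way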
Target sequence (P35372 whole entry, looked up): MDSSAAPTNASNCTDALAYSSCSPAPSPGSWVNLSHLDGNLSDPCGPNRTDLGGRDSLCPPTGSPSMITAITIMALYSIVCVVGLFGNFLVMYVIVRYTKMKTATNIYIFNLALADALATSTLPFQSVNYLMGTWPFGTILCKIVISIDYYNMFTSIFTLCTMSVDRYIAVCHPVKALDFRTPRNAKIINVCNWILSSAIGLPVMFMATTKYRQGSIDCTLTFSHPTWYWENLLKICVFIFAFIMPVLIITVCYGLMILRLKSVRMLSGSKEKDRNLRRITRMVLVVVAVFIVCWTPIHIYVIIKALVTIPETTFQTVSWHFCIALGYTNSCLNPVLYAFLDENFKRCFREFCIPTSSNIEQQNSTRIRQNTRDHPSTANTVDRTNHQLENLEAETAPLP
Target sequence (P41143 whole entry, looked up): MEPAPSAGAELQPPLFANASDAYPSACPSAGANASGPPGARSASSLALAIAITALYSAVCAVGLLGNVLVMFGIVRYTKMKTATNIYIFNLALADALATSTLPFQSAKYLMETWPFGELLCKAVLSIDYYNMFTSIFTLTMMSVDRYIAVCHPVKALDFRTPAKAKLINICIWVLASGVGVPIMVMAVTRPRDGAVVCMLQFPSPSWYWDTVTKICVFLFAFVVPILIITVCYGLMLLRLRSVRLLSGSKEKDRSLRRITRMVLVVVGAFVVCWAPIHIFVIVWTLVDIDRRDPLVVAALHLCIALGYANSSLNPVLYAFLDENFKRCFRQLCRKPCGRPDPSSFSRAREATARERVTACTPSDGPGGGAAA
PKA-R1A act – PKA-R1A complex activation; AID 504707; PKA-R1A dissociation, Cy5-IP20 fluorescence polarization; scaled: DMSO 0%, 113 µM cGMP 100%; 0.083% of 340,000 active; P00514+P68181; activation, % at 11.4 µM;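 active means percent activation above the mean of all tested compounds plus 3 SD, cut at about 19% in these data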;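 further: higher means more PKAc released from R1A so a rise in polarization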
HTR5A inv ag – counter-screen for OPRM1-OPRD1 inverse agonists: human HTR5A inverse agonism; HTR5A cell line, luminescence; inhibition, % at 9.3 µM; 0.083% of 340,000 active; in the data active means inhibition mostly above about 23%, no sharp cut-off; inactive means mostly below about 18%;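 further: 0% = cells with DMSO and 100% = no-cell wells with DMSO; some compounds called inactive have numbers as strong as hits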
HTR5A ag ctr – activates human HTR5A in OPRM1-OPRD1 agonist counter-screen. activation, % at 9.3 µM. P47898. HTR5A agonist assay, luminescence, cell-based. 0.61% of 340,000 active. AID 504692; in the data active means activation mostly above about 9.5%, no sharp cut-off; inactive means mostly below about 7.6%;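 further: 0% = cells with vehicle only and 100% = reference agonist; strong numbers were not always called active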
OPRM1-OPRD1 inv – inverse agonist of human OPRM1-OPRD1 heterodimerization; 0.21% of 340,000 active; AID 504357; inhibition, % at 9.3 µM; cell-based MOR-DOR heterodimer luminescence, inverse agonism; P35372+P41143; in the data active means inhibition above about 22%, passing the limit was not always enough;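 further: 0% = cells with DMSO and 100% = wells without cells with DMSO; values of inactives mirror those of a sister screen read the other way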
Ecoli viability – bacterial growth inhibition, counter-screen for AddAB inhibitors | AID 449728 | 0.27% of 330,000 active | inhibition, % at 11.9 µM | E. coli V3065 growth, OD600 absorbance, 18 h;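 active means inhibition above the campaign's mean inhibition across all tested compounds plus 3 SD, cut at about 9.9% in these data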;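 further: uninfected addAB+ strain grown without phage in ampicillin broth; 0% = DMSO wells and 100% = ciprofloxacin 0.95 µg/ml wells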
SUMO Mot1 rescue – SUMOylation pathway inhibition by Mot1-301 growth rescue. S. cerevisiae Mot1-301 growth rescue, ATP luminescence, 38.5C; percent above DMSO median, 100 means doubled. growth rescue, % at 18.8 µM. 1% of 320,000 active. AID 2716;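 active means every valid replicate shows activation above 250% relative to neutral control wells; inactive means the rest, any valid replicate at or below 250%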;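 further: OY570 slx delta 5 strain wells were the positive control but not used for scaling; some compounds called inactive have numbers as strong as hits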
AddAB inh – less growth of phage-infected E. coli with AddAB; E. coli expressing H. pylori AddAB, absorbance growth; inhibition, % at 11.9 µM; 0.29% of 330,000 active; in the data active means inhibition above about 12%;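 further: 0% = vehicle wells of infected cells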
PfHsp90 yeast 2 – inhibits growth of yeast expressing Plasmodium falciparum Hsp90; 0.32% of 310,000 active; inhibition, % at 9.4 µM; S. cerevisiae expressing PfHsp90, BacTiter-Glo ATP, 48 h; yeast lacking PDR1 and PDR3 efflux regulators;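 active means every replicate shows inhibition above about 80%, whatever the replicate mean, limit read from the data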;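 further: 0% = DMSO neutral controls and 100% = 20 µM radicicol positive controls; yeast relying on Plasmodium falciparum Hsp90 in place of its own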
The depositor's hits bear a star; · = not tested or not shown.

Each structure is followed by: OPRM1-OPRD1 ag, SUMO Mot1 rescue, Pemphigus Ab inh, HTR5A ag ctr, OPRM1-OPRD1 inv, PfHsp90 yeast 2, HTR5A inv ag, Ecoli viability, AddAB inh, phage Ecoli inh, PKA-R1A act
CNC(=O)NC(=O)C(C)OC(=O)c1c2c(nc3ccccc13)/C(=C/c1cccs1)CC2 (configuration not stated)
    2.6, ·, 105.6, -3.0, -13.8, -21.6, 7.5, 0.3, 0.5, 0.6, 11.1
O=C(CS(=O)(=O)Cc1ccccc1)NCC1CCCO1 (configuration not stated)
    -1.6, -5.6, 101.1, 1.3, 9.4, ·, -9.4, 2.9, 4.6, -1.4, 5.8
COC(CNC(=O)C(=O)Nc1cc2c3c(c1)CCN3C(=O)CC2)OC
    -2.1, -25.1, 111.2, 0.9, 10.4, 1.0, -3.4, -1.4, 2.5, 4.3, 11.3
O=C(OCc1ccccc1)C1=NNC2C(=O)N(Cc3ccccc3)C(=O)C12 (configuration not stated)
    0.7, -5.7, 97.0, 1.9, -3.6, -14.7, -17.2, 2.3, 3.0, 0.6, -1.1
O=C(O)COc1ccc(/C=N/NC(=O)/C(=C/C=C/c2ccccc2)NC(=O)c2ccccc2)cc1
    -2.6, 0.9, 96.6, -3.0, 12.1, 7.6, 11.1, -1.7, 2.0, 3.5, -2.7
CC(C)(C)NC(=O)Cn1nnc(-c2ccc(Cl)cc2)n1
    -0.1, 94.0, 99.9, 4.4, 0.7, ·, -10.2, 0.2, 3.1, 2.8, -1.2
CCOC(=O)CCNC(=O)N1CCCC(C(=O)c2ccc3c(c2)OCO3)C1 (configuration not stated)
    0.0, 20.7, 106.5, 7.7, 0.3, -12.0, -3.7, 0.5, 1.7, 2.0, -9.5
CC(C)Cn1c(=O)oc2ccccc21
    -0.9, 20.1, 106.0, 4.2, 4.4, -21.5, -18.0, 0.4, 0.7, 2.5, -4.5
Cc1cc(NC(=O)CSc2nc3c(cc2C#N)CCCC3)no1
    -0.1, -8.9, 100.6, -1.9, 0.8, -3.2, 4.8, -1.3, 0.4, 2.0, -2.4
O=C(NCc1ccccc1F)C1CC(=O)N(c2ccc3c(c2)OCCO3)C1 (configuration not stated)
    -1.3, -1.7, 98.2, 0.6, 6.5, 26.1, 8.8, -1.0, -3.1, 2.6, -6.9
Cc1ccc(C(c2nnnn2C2CCCCC2)N(C)C2CCCCC2)cc1 (configuration not stated)
    0.8, -2.2, 100.3, -1.4, -4.7, 11.0, -2.9, 1.0, 1.5, -1.7, -3.3
Cc1nc(Cl)sc1C(=O)Nc1ccccc1Cl
    1.2, -18.7, 112.6, 5.2, -6.7, -2.0, -4.4, 0.9, 2.9, -0.1, -5.5
O=C(NCc1ccc2c(c1)OCO2)c1nc(Cn2cc(Br)cn2)no1
    -3.0, 11.6, 98.7, -1.6, 15.5, -12.3, 15.9, -0.6, 2.6, 3.6, 6.4
O=C(Nc1ccccc1-c1ccccc1)c1ccc(=O)[nH]n1
    -2.5, -6.1, 107.7, -5.8, 12.6, 9.0, -19.0, -0.2, 1.4, 3.2, -4.5
COCc1nc2ccccc2n1Cc1cccc(C)c1
    -2.9, -12.0, 101.6, 0.5, 13.1, ·, 5.8, -1.0, 6.0, 3.0, 0.0
CN(Cc1ccccc1)C(=O)c1ccc2c(c1)NC(=O)C(N1CCOCC1)S2 (configuration not stated)
    -1.7, ·, 101.3, 0.2, 9.1, -70.9, 13.2, ·, ·, -0.3, -5.6
O=C(O)CCCCCNS(=O)(=O)c1cccc2nsnc12
    -1.1, 123.2, 101.7, 2.4, 6.0, ·, -9.1, 4.1, -1.8, 1.4, 6.2
Cc1cccn2c(=O)c(/C=C(\C#N)C(=O)NCc3ccco3)c(N3CCOCC3)nc12
    ·, -2.0, 100.6, ·, ·, ·, ·, -2.0, 2.6, 2.2, ·
O=C(N/N=C/c1c[nH]c2ccccc12)C1CC1(c1ccccc1)c1ccccc1 (configuration not stated)
    8.4, 18.6, 113.1, 3.9, -45.0, 21.7, -3.0, -0.4, -2.6, 3.8, -3.9
C=CCn1nc(-c2ccccc2)cc1C(=O)OCC
    -1.1, 96.5, 101.1, 3.1, 6.1, ·, -39.9, 1.3, 2.7, 1.0, 4.3
COc1ccc(CNn2cnnc2)c(O)c1
    -3.9, -2.4, 93.0, -2.3, 18.6, 5.3, 8.5, -1.0, 0.8, 1.9, -6.9
O=C(Nc1ccc(S(=O)(=O)N2CCc3ccccc32)cc1)c1ccco1
    0.5, -4.9, 90.7, 1.6, -3.0, -17.2, -6.0, -1.1, 1.2, 0.3, -3.5
O=C1N(Cc2cccc(Cl)c2)C[C@@H]2C[C@@H](c3cccn3-c3nccs3)N3CCC[C@@]123
    -2.1, 2.2, 99.7, -0.7, 11.2, -39.9, 2.2, 0.6, -0.8, 0.5, -7.2
Cc1ccc(Cn2c([N+](=O)[O-])cnc2C)cc1
    -0.7, 18.9, 123.6, 0.0, 3.9, -1.4, 2.7, -1.0, -0.3, 0.3, -5.0
O=[N+]([O-])c1ccc(O)c2cccnc12
    -2.5, 13.1, 98.5, -5.6, 12.0, -6.6, 15.4, 0.1, -2.6, 2.7, 4.9
O=C(Nc1ccccc1Cl)c1cc2ccccc2o/c1=N\O
    6.0, 3.5, 97.4, 4.0, -28.5, 8.4, -14.7, -1.6, 3.0, 0.4, 4.4
CCN(CC(=O)Nc1ccccc1C(F)(F)F)C(=O)c1oc2c(Cl)cccc2c1C
    0.0, -2.5, 121.5, -1.9, -0.1, -21.1, 4.9, -1.1, 2.0, 1.1, -4.3
CC(=O)N1CCOc2ccc(S(=O)(=O)N3CCC(C)CC3)cc21
    -2.5, 3.3, 104.6, 1.8, 12.4, 9.2, -6.6, 0.1, 2.9, 2.8, 1.0
COc1ccccc1C1CCN(Cc2cccc3ccccc23)CC1
    0.0, 2.4, 108.8, 4.9, 0.2, 3.0, -17.3, 1.4, 0.2, -1.1, 1.1
CCC(CC)C(=O)NCCc1cc2ccc(OC)cc2[nH]c1=O
    -1.0, 0.0, 104.1, 2.8, 5.0, -28.7, -7.1, -2.7, 3.0, 2.2, 2.6
O=C(COC(=O)CCc1c[nH]c(=O)[nH]1)Nc1ccccc1
    -3.6, -0.7, ·, -3.4, 21.6, 7.0, 21.5, 0.4, 0.7, 3.1, 10.9
CC1CCCN(CC(O)CN2CCN(CC(O)CN3CCCC(C)C3)C(C)C2)C1 (configuration not stated)
    -2.5, ·, ·, 0.7, 12.2, -17.4, -2.7, ·, ·, 4.6, -10.1
C#CCOCCOCCOCCNc1nc(N2CCOCC2)nc(N2CCN(C(=O)Cn3cc(CCCN=C(N)N)nn3)CC2)n1
    -3.5, -9.5, ·, -0.5, 20.0, -1.3, 1.6, -1.2, 1.0, -0.5, 15.2
COc1ccc(N/C=C2/CCCCC2=O)cc1
    3.0, -14.1, 97.5, -3.2, -16.2, 32.0, 8.1, 2.2, 0.9, 0.7, -2.4
CCOC(=O)C1CCCN(C(=O)c2cn(C)c3ccc(S(=O)(=O)N(C)C)cc3c2=O)C1 (configuration not stated)
    1.2, -3.3, 103.0, 4.4, -6.2, 15.2, -12.2, 1.4, 4.6, 0.5, -5.4
CCN(CC(=O)Nc1ccc(NC(C)=O)cc1)C(=O)c1cccnc1Sc1ccc(C)c(C)c1
    -2.5, 9.3, 102.2, 1.6, 13.2, -5.5, -4.3, 1.2, -0.2, 3.8, 0.1
CCn1c(CS(=O)Cc2ccc(Cl)cc2Cl)nnc1SCc1c(Cl)cccc1Cl (configuration not stated)
    2.5, 6.2, 94.5, -1.1, -13.8, ·, -54.7, 0.2, 0.9, ·, 3.9
Cc1nn(-c2ccccn2)c2c1C(=O)CC(C)(C)C2Br (configuration not stated)
    0.3, -0.1, 91.3, 3.1, -1.6, -1.7, 4.4, 3.1, 2.3, 3.2, -0.5
O=C(CSC1=NC(=O)C(c2ccccc2)C(=O)N1)Nc1ccccc1Cl (configuration not stated)
    -2.0, -1.2, 122.5, -0.8, 9.3, -13.5, 14.7, 1.5, 3.4, ·, 3.8
CCCCC[C@@H]1C=C(C(=O)O)[C@H](c2ccc(CC)cc2)N1S(=O)(=O)c1ccc(C)cc1
    -0.3, 354.1*, 103.8, -6.1, 1.5, -23.1, 21.1, -0.5, 3.9, 3.2, 2.9
CC(C)Cc1csc(NC(=O)c2ccc(Cl)cc2)c1C(=O)O
    1.9, -9.9, 100.0, 2.2, -10.9, 0.4, -7.7, 0.4, 5.2, 0.0, -13.4
O=C(Nc1nc2cc3c(cc2s1)OCCO3)C1=COCCO1
    0.8, -8.1, 100.3, -3.3, -4.0, 8.4, -25.5, 0.3, 0.8, 4.5, 5.3
CCOc1ccccc1NC(=O)COC(=O)C(CC(C)C)N1C(=O)C2CC=CCC2C1=O (configuration not stated)
    2.2, 11.1, ·, 8.3, -10.5, 3.8, 16.9, 0.2, 4.2, 2.1, -5.2
Cc1c(NS(=O)(=O)c2cc(C(=O)O)ccc2Cl)c(=O)n(-c2ccccc2)n1C
    0.3, 51.5, 87.6, 0.5, -2.4, -29.3, -1.4, 1.4, 4.2, -0.1, 1.6
COc1ccc2oc(C(=O)N3CCCc4ccccc43)c(C)c2c1
    3.8, 4.4, 98.8, 3.3, -19.8, ·, -8.9, 1.0, 3.9, 2.0, -19.6
O=C(COc1coc(CN2CCc3ccccc3C2)cc1=O)Nc1ccc(Cl)cc1
    1.3, 17.4, 102.8, 0.7, -8.5, -8.8, -2.1, 0.7, -0.3, 1.0, -12.1
Cc1c(Br)c([N+](=O)[O-])nn1C(C)C(=O)NCC1CCCO1 (configuration not stated)
    -1.6, 10.7, 89.8, 1.5, 8.4, 21.1, 10.8, 2.5, 4.7, 5.2, 8.4
